Screening data: PubChem BioAssay, several laboratories
FLuc inh counter – inhibits firefly luciferase, flagging false hits in luciferase inhibition screens; AID 1006; ATPLite firefly luciferase biochemical luminescence, 10 min; P08659; inhibition, % at 10 µM; 1.5% of 200,000 active;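 active = inhibition above about 50% when tested at 10 µM, limit read from the data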
Target sequence (P08659 whole entry, looked up): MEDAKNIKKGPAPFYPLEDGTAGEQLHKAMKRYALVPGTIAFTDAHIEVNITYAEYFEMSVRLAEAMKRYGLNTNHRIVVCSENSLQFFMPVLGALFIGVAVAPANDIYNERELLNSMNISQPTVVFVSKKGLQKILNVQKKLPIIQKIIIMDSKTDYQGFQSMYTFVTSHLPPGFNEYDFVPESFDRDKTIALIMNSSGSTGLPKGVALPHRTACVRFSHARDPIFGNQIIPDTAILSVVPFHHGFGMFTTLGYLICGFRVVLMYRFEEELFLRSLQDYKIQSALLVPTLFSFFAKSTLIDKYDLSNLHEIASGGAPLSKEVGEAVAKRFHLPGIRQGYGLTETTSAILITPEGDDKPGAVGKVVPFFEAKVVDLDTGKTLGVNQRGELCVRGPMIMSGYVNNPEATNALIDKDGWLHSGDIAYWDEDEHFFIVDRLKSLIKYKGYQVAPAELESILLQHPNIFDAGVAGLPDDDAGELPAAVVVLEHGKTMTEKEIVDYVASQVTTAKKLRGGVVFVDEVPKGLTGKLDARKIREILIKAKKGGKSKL
bIAP activator – intestinal alkaline phosphatase (bovine) activation. 0.17% of 200,000 active. purified bovine IAP, CDP-star luminescence, 30 min; hits give high values; fold of DMSO-control signal, blank-subtracted. activation factor at 20 µM;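 active = activation factor of 2 or more at 20 µM, a signal rise over negative controls twice the positive control's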
L major viab – Leishmania major promastigote growth inhibition | AID 1063 | inhibition, % at 10 µM | 9% of 200,000 active | Leishmania major promastigotes, resazurin fluorescence viability; in the data active = inhibition above about 50%;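 note: promastigotes grown with compound for 44 hours at 28 °C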
bIAP inh – blocks bovine intestinal alkaline phosphatase activity; purified bovine IAP, CDP-star luminescence, 30 min; inhibition, % at 20 µM; 190,000 tested, under 10 active;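 active = over 50% inhibition of intestinal alkaline phosphatase at 20 µM in the single-dose screen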
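test system = bovine IAP enzyme | medium = DEA buffer 100 mM, pH 9.8, with MgCl2 1.0 mM, ZnCl2 0.02 mM | detection = luminescence | dosing = single compound dose of 20 µM, 2% DMSO final | incubation = 30 min reaction at room temperature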
TNAP inh hi DEA – inhibitors of human TNAP at high phosphate acceptor concentration | purified TNAP, CDP-star luminescence, 1 M DEA | inhibition, % at 20 µM | P05186 | 0.03% of 200,000 active;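 active = over 50% inhibition of tissue-nonspecific alkaline phosphatase at 20 µM in the single-dose screen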;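 note: plate controls were DMSO wells for no effect and EDTA-quenched wells as full inhibition for full effect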
Target sequence (P05186 whole entry, looked up): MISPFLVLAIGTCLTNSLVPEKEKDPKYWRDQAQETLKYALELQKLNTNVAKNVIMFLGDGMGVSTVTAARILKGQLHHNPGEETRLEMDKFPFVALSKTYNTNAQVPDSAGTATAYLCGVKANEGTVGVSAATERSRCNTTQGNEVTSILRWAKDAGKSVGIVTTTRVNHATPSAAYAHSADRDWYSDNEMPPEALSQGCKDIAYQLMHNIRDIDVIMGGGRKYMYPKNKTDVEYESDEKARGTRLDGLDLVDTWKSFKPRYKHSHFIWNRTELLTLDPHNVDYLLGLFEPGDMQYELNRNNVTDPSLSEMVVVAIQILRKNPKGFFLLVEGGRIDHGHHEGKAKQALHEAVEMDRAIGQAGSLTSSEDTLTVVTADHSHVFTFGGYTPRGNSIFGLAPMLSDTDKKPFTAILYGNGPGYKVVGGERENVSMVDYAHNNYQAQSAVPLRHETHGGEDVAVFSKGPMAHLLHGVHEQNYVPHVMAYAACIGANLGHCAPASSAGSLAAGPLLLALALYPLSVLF
TNAP inh noacc – blocks human TNAP activity with no phosphate acceptor present. purified TNAP, CDP-star luminescence, 30 min. P05186. 0.26% of 200,000 active. inhibition, % at 20 µM. AID 1012;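 active = tissue-nonspecific alkaline phosphatase inhibition above about 50% at 20 µM in the single-dose screen, limit read from the data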;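 note: 0% = DMSO negative control and 100% = EDTA positive control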
TNAP act hi DEA – activators of human TNAP at high phosphate acceptor concentration; P05186; purified TNAP, CDP-star luminescence, 1 M DEA, 30 min; hits give high values; 0 = EDTA background, 1 = DMSO-only activity; activation factor at 20 µM; 200,000 tested, under 10 active; AID 1136;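 active = activation factor at least 2 at 20 µM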
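Test system – human TNAP · Doses – 20 µM single point · Incubation – 30 min, room temperature · Signal – luminescent substrate turnover signal · Read-out basis – activation factor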
APP transl inh – APP translation inhibition. 0.82% of 190,000 active. SH-SY5Y APP 5'UTR-luciferase reporter, luminescence. inhibition, % at 2 µM. AID 1285;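 active = inhibition above a set limit, derived from the sample mean plus 3 SD, cut at about 45% in these data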; note: values of inactives mirror those of a sister screen read the other way
FLuc stim CS – firefly luciferase counter-screen for stimulation assays; P08659; ATPlite luciferase biochemical, luminescence, 10 min; 0 = ATP-free wells, 1 = DMSO control; activation factor at 10 µM; 200,000 tested, under 10 active; AID 1027;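 active = luciferase activation factor, scaled between plate controls, of at least 2 with compound at 10 µM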
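Assay system – cell-free luciferase reagent · Medium – PBS-based ATP solution · Dosing – test compounds dosed from 2 mM stocks in 100% DMSO · Timing – 10 min, room temperature · Technique – light output (luminescence) · Measure – luminescence gain marking luciferase activators · Controls – No-ATP low control, compound-free enzyme-plus-ATP high control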
RAM network inh – blocks the yeast RAM network; S. cerevisiae dse1pr::URA3 reporter, 5-FOA growth OD615, 2 d; analog-sensitive cbk1-as2 kinase mutant strain; inhibition, % at 50 µM; 1.8% of 190,000 active; AID 868;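 active = inhibition above a set limit, 3 SD over mean compound inhibition, cut at about 8.4% in these data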;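 note: 0% = DMSO-only wells with no growth and 100% = 10 µM 1-NA-PP1 full growth; inhibition rescues growth on 5-FOA so higher OD means more RAM inhibition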
* marks the source's active call; other numbers are inactive results; . = no result given.

No.	SMILES	FLuc inh counter	bIAP activator	L major viab	bIAP inh	TNAP inh hi DEA	TNAP inh noacc	TNAP act hi DEA	APP transl inh	FLuc stim CS	RAM network inh
1	COc1ccc(CC(NC(C)=O)C(=O)NC2CCN(c3ncccc3[N+](=O)[O-])CC2)cc1 (stereo not given)	-1	1	-6	-4	3	1	1	-19	1	3.4
2	Cc1cc(-c2ccccc2)nc(N(C)NC(=O)C2CC2)c1S(C)(=O)=O	0	1	-6	2	5	-1	1	-2	1	0.7
3	C/C(=N\OCC(=O)Nc1ccc2c(c1)OCCO2)c1ccc2c(c1)OCCO2	0	1	1	3	3	-11	1	-17	1	2.1
4	COc1cc(C(C[N+](=O)[O-])c2c(-c3ccccc3)cc3ccccn23)cc(OC)c1OC (stereo not given)	0	1.1	93*	-6	0	-2	1	-20	1	3.1
5	Cc1nc2ccccc2n1/N=C/c1ccc([N+](=O)[O-])s1	-5	1	100*	0	3	-2	1	24	1.1	0.1
6	Cc1cccc(-c2csc(N)c2C(=O)OC(C)C)c1	-6	0.9	3	13	-2	-10	1	-16	1.1	-1.2
7	Cc1ccc(OCCN2C(=O)c3ccccc3C2=O)c([N+](=O)[O-])c1	3	0.9	-5	6	-4	-14	1	-6	1	3.1
8	Cc1cc(C)n(CC(C)C(=O)O)n1 (stereo not given)	-9	1	0	-2	-5	-9	1	25	1.1	1.0
9	CCOc1cc(C(c2c(C)[nH][nH]c2=O)c2c(C)[nH][nH]c2=O)ccc1OS(=O)(=O)c1ccc(C)cc1	-5	1.4	12	-44	52*	-13	0.5	.	1.1	-0.5
10	COC(=O)NNC(=O)C12CC3CC(CC(C3)C1)C2	2	0.9	-4	8	-2	-10	1	-6	1	-0.1
11	COc1c(F)c(F)c(C(=O)O)c(Nc2ccccc2C)c1F	-12	1	-4	4	-6	-4	1.1	-1	1.1	-0.8
12	CCC(=O)NNC(=O)c1c(O)c2ccccc2[nH]c1=O	-6	1.2	-4	-18	-1	-38	1	7	1.1	0.5
13	CCOC(=O)c1ccc(NC(=O)CSc2nnc(CNc3ccc(OC)cc3)n2C)cc1	4	1.1	8	-11	-4	-10	1	-10	1	1.8
14	Cc1ccccc1Cn1cccc1/C=C1/C(=N)N2C=CSC2=NC1=O	-8	0.8	10	22	-6	11	1.1	.	1.1	5.8
15	COc1cc(CNCCSc2nnnn2C)cc(Br)c1OCc1ccccc1F	-1	1	90*	-3	3	1	1	-18	1	-0.1
16	Cc1nc(P(=O)(c2ccccc2)c2ccccc2)c(N2CCOCC2)o1	-9	1	-3	3	-9	-16	1.1	1	1.1	1.6
17	N#Cc1c(N)nc2c(c1-c1ccncc1)CCCC2	-1	1	5	2	-7	-4	1.1	-4	1	0.0
18	NC(=O)c1nn(CC(=O)Nc2ccc3c(c2)OCO3)cc1[N+](=O)[O-]	-5	1	-4	3	-4	-14	1	4	1	1.2
19	CC(=O)c1ccc(Oc2nc3c(c(=O)n(C)c(=O)n3C)n2C)cc1	-6	1	-7	0	-2	8	1	-7	1.1	2.8
20	COc1ccc(NC(C)=O)cc1NC(=O)CN1CCN(CC(=O)Nc2ccc(Cl)cc2)CC1	-3	1.1	2	-11	-2	-12	1	3	1	2.0
21	C/C(=N/NC(=O)CSc1ccccn1)c1ccc([N+](=O)[O-])cc1	-7	1.1	-3	-11	-5	-9	1	12	1.1	0.9
22	Cc1c(Cl)cccc1N1C(=O)CC(NNC(=O)c2cccnc2)C1=O (stereo not given)	7	0.9	-7	12	0	3	1	5	0.9	0.2
23	C=CCNC(=O)c1ccc(Sc2ccc(C)cc2)c([N+](=O)[O-])c1	-4	0.9	-6	13	-3	-11	1	-11	1	4.2
24	COc1ccc(N2C(=O)NC3CC2(C)Oc2ccccc23)cc1 (stereo not given)	-19	1.1	-8	-12	-4	-12	1	6	1.2	-0.2
25	Cc1ccc(S(=O)(=O)N2CC(=O)Nc3ccccc32)cc1C	-8	0.9	3	13	-5	-11	1	6	1.1	0.9

An excerpt from above in order of length of the SMILES, largest number first:
No.	SMILES	FLuc inh counter	bIAP activator	L major viab	bIAP inh	TNAP inh hi DEA	TNAP inh noacc	TNAP act hi DEA	APP transl inh	FLuc stim CS	RAM network inh
18	NC(=O)c1nn(CC(=O)Nc2ccc3c(c2)OCO3)cc1[N+](=O)[O-]	-5	1	-4	3	-4	-14	1	4	1	1.2
5	Cc1nc2ccccc2n1/N=C/c1ccc([N+](=O)[O-])s1	-5	1	100*	0	3	-2	1	24	1.1	0.1
24	COc1ccc(N2C(=O)NC3CC2(C)Oc2ccccc23)cc1 (stereo not given)	-19	1.1	-8	-12	-4	-12	1	6	1.2	-0.2

Next compounds:
No.	SMILES	FLuc inh counter	bIAP activator	L major viab	bIAP inh	TNAP inh hi DEA	TNAP inh noacc	TNAP act hi DEA	APP transl inh	FLuc stim CS	RAM network inh
26	Cc1cc(C)nc(N2CCCC(C(=O)NCc3cccc(C(F)(F)F)c3)C2)n1 (stereo not given)	-10	1	-1	1	-7	0	1.1	3	1.1	4.2
27	COc1ccc(-c2csc(C3=C(O)CN(Cc4ccc(S(N)(=O)=O)cc4)C3=N)n2)cc1OC	-7	1	-5	1	-4	-1	1	-8	1.1	1.6
28	CCn1nc(C)c(CN2CCc3c([nH]c4ccccc34)C2c2ccc(F)c(OC)c2)c1C (stereo not given)	-4	0.9	74*	6	-1	-9	1	-11	1	1.4
29	Cc1ccc(SCCNS(=O)(=O)c2ccc(F)cc2)cc1	-5	0.4	53*	.	-5	-15	1.1	2	1	5.2
30	CCOC(=O)c1cn(-c2ccccc2)nc1-c1ccncc1	-6	0.9	27	6	-10	-17	1.1	0	1.1	0.4
31	C=C1c2ccc(C)cc2NC(=O)N1c1ccccc1	-2	1	1	2	-1	-11	1	0	1	0.6
32	CCOc1ccc(NC(=O)CC2C(=O)N(C)C(=S)N2Cc2ccc3c(c2)OCO3)cc1 (stereo not given)	-2	0.9	4	8	-3	-2	1	.	1	3.9
33	CCCC(=O)C1=C(O)C(C(=O)OC)C(C)(C)CC1=Nc1cccc2ccccc12 (stereo not given)	-2	0.9	15	9	-6	-4	1.1	2	1	12*
34	FC(F)(F)c1ccc(C2NCCc3sccc32)cc1 (stereo not given)	5	0.9	93*	5	-1	-6	1	5	1	-0.6
35	[O-]/[N+](=C\c1ccncc1)c1ccc(Br)cc1	14	0.9	1	11	0	-11	1	-95	0.9	3.4
36	CC(C)(C)c1ccc(OCC(=O)NNC(=O)Cc2cccs2)cc1	-4	1.3	-6	-28	-5	-42	1	-7	1	2.5
37	CCOC(=O)c1c(NC(=O)C2C3CCC(O3)C2C(=O)O)sc2c1CCC(CC)C2 (stereo not given)	-7	0.9	-8	6	-5	-7	1.1	0	1.1	-0.1
38	CCOC(=O)N1CCN(C(=O)C2CCN(S(=O)(=O)c3cc(OC)ccc3OC)CC2)CC1	0	1	-3	-2	2	-4	1	-19	1	1.5
39	COc1cccc(OCC(=O)NNC(=O)Cc2cccs2)c1	-5	1	45	3	-1	-117	1	5	1.1	1.0
40	C=CCc1c(C)nc(-c2ccccc2)nc1Nc1ccc(O)cc1	-1	1	20	-1	0	-6	1	14	1	0.0
41	CC(=O)Nc1ccc(-c2cn3cccnc3n2)cc1	7	1	29	-3	-5	-14	1	35	0.9	-0.4
42	N/C(=N\N=C\c1cccs1)SC1CC(=O)N(c2ccc(Br)cc2)C1=O (stereo not given)	-6	1.1	100*	-7	-4	-8	1	-10	1.1	3.0
43	CC(=C/C(=O)O)/C=C/c1ccc(Cl)o1	-8	1.1	-3	-6	-2	-7	1	-10	1.1	-0.7
44	Cc1ccccc1OCC(=O)NCc1ccccc1	0	0.8	3	17	-3	-15	1	-15	1	2.0
45	CC(Oc1ccccc1)C(=O)Nc1ccccc1O (stereo not given)	-5	0.9	2	5	-1	-7	1	12	1.1	0.6
46	COc1ccc(C(C)N2CC34C=CC(O3)C(C(=O)O)C4C2=O)cc1 (stereo not given)	-6	1	-4	3	0	-5	1	-10	1.1	-1.2
47	Cc1ccc(S(=O)(=O)N/N=C/c2cccc([N+](=O)[O-])c2)cc1	-4	0.3	-1	.	-3	-19	1	-4	1	-0.1
48	CCCN(CCC)S(=O)(=O)c1ccc(C(=O)N2CCCc3ccccc32)cc1	-4	1	64*	2	-3	-7	1	15	1	8.1
49	CCCn1c(CNc2ccccc2O)nc2ccccc21	0	1.1	82*	-13	3	17	1	10	1	-0.3
50	Cn1/c(=N\NC(=O)c2ccccc2Cl)sc2ccccc21	31	1	-4	-2	-7	-14	1.1	-54	0.7	0.9

Fetched by structure from the list above, seven records:
No.	SMILES	FLuc inh counter	bIAP activator	L major viab	bIAP inh	TNAP inh hi DEA	TNAP inh noacc	TNAP act hi DEA	APP transl inh	FLuc stim CS	RAM network inh
39	COc1cccc(OCC(=O)NNC(=O)Cc2cccs2)c1	-5	1	45	3	-1	-117	1	5	1.1	1.0
42	N/C(=N\N=C\c1cccs1)SC1CC(=O)N(c2ccc(Br)cc2)C1=O (stereo not given)	-6	1.1	100*	-7	-4	-8	1	-10	1.1	3.0
27	COc1ccc(-c2csc(C3=C(O)CN(Cc4ccc(S(N)(=O)=O)cc4)C3=N)n2)cc1OC	-7	1	-5	1	-4	-1	1	-8	1.1	1.6
43	CC(=C/C(=O)O)/C=C/c1ccc(Cl)o1	-8	1.1	-3	-6	-2	-7	1	-10	1.1	-0.7
31	C=C1c2ccc(C)cc2NC(=O)N1c1ccccc1	-2	1	1	2	-1	-11	1	0	1	0.6
38	CCOC(=O)N1CCN(C(=O)C2CCN(S(=O)(=O)c3cc(OC)ccc3OC)CC2)CC1	0	1	-3	-2	2	-4	1	-19	1	1.5
47	Cc1ccc(S(=O)(=O)N/N=C/c2cccc([N+](=O)[O-])c2)cc1	-4	0.3	-1	.	-3	-19	1	-4	1	-0.1

Following part.
No.	SMILES	FLuc inh counter	bIAP activator	L major viab	bIAP inh	TNAP inh hi DEA	TNAP inh noacc	TNAP act hi DEA	APP transl inh	FLuc stim CS	RAM network inh
51	CCOc1ccccc1NC(=O)Nc1cc(C(=O)O)ccc1C	-7	1.1	-8	-12	-6	-9	1.1	14	1.1	1.7
52	C=CCOC(=O)/C(=C/c1cccc2ccccc12)NC(=O)c1ccccc1	2	0.9	7	7	-2	-12	1	-29	1	42*
53	COc1ccc(C(=O)C2CCCN(Cc3cccc4c3OCO4)C2)cc1OC (stereo not given)	-3	1	78*	-4	-2	-1	1	6	1	-0.1
54	CC1=C(C#N)C(C(F)(F)F)(C(F)(F)F)N=C(c2ccco2)N1	-8	0.9	0	7	-7	-17	1.1	-15	1.1	0.6
55	CCOC(=O)CCC(=O)Nc1ccc(S(=O)(=O)N2CCCC2)cc1	-5	0.9	5	9	0	-13	1	-1	1.1	0.3
56	C=CCSC1=C(C#N)C(c2ccccc2OC)CC(=O)N1 (stereo not given)	-6	1	7	4	-6	-5	1.1	1	1.1	-1.4
57	COc1ccc2c(=O)cc(-c3ccccc3)n(C)c2c1	3	1	2	-3	-1	-6	1	-11	1	0.4
58	O=C(CNC(=O)c1ccccc1C(=O)O)c1ccccc1	7	0.9	6	14	-8	-5	1.1	-69	0.9	-0.9

This is a random part of the collection, and some 13% of all compounds hit somewhere here.
